Dicer processing: inhibitors of Dicer pre-microRNA processing, primary screen, biochemical, cat-ELCCA, chemiluminescence; cat-ELCCA pre-miR-21 Dicer processing; active compounds read high; z-score at 25 µM; 47,000 tested, 6% active; AID 1347074, 2019; in the data active = z-score above about 3, passing the limit was not always enough;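 also: plate controls were vehicle for no effect and no enzyme for full effect; higher signal means more uncleaved substrate so more Dicer inhibition; strong numbers were not always called active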
The depositor's hits bear a star; & = joins results of further samples.

structure	Dicer processing
CN(CCO)C(=O)c1cccc2c1-c1ccccc1C2=O	2.2
CC(C)CCCNc1nc(N2CCOCC2)nc(N2CCOCC2)n1	0.13
C=CCN1C(=O)C(O)(CC(=O)c2ccc(Cl)cc2)c2ccccc21 (stereo not given)	-1.6
C=C1C[C@@]23CC[C@H]4[C@@](C)(CCC[C@@]4(C)C(=O)OC4OC(CO)C(O)C(O)C4O)[C@@H]2CC[C@]1(OC1OC(CO)C(O)C(O)C1OC1OC(CO)C(O)C(O)C1O)C3 (stereo not given in full)	-1.5
O=C(/C=C/c1ccccc1)OCC1CCCN2CCCCC12 (stereo not given)	1.8
CCCCCCCC(=O)c1ccc(OCC)cc1O	0.47
O=C(NC1CCCCC1)c1cnn2c(C(F)F)cc(-c3ccccc3)nc12	-0.3
O=[N+]([O-])C1=Cc2cc(Cl)ccc2OC1c1c(Cl)cccc1Cl (stereo not given)	2.3

Pulled by structure from above:
structure	Dicer processing
O=C(/C=C/c1ccccc1)OCC1CCCN2CCCCC12 (stereo not given)	1.8
C=C1C[C@@]23CC[C@H]4[C@@](C)(CCC[C@@]4(C)C(=O)OC4OC(CO)C(O)C(O)C4O)[C@@H]2CC[C@]1(OC1OC(CO)C(O)C(O)C1OC1OC(CO)C(O)C(O)C1O)C3 (stereo not given in full)	-1.5
CC(C)CCCNc1nc(N2CCOCC2)nc(N2CCOCC2)n1	0.13
O=[N+]([O-])C1=Cc2cc(Cl)ccc2OC1c1c(Cl)cccc1Cl (stereo not given)	2.3
CN(CCO)C(=O)c1cccc2c1-c1ccccc1C2=O	2.2
CCCCCCCC(=O)c1ccc(OCC)cc1O	0.47
C=CCN1C(=O)C(O)(CC(=O)c2ccc(Cl)cc2)c2ccccc21 (stereo not given)	-1.6

Additional results follow.
structure	Dicer processing
CC(C)(C)c1csc(NNC(=O)c2ccc(Cl)cc2)n1	13
CC(Sc1nc2ccccc2c(=O)[nH]1)C(=O)O (stereo not given)	2.1
COc1ccccc1OCC(O)CN1CCN(CC(=O)Nc2c(C)cccc2C)CC1 (stereo not given)	-1.1&0.26
COC(=O)c1sc(SC)c(C(C)=O)c1C	0.17
Cc1ccc(CN2C(=O)c3oc4ccc(C)cc4c(=O)c3C2c2ccc(O)cc2)cc1 (stereo not given)	-0.68
COc1ccc(OC)c(N2C(=O)c3cccc4cccc(c34)C2=O)c1	5.7*
CCN(CC)C(=O)C1Sc2nnc(-c3ccccc3)n2NC1c1ccc(C)cc1 (stereo not given)	1.2
O=S(=O)(c1ccc2ccccc2c1)N1CCCCC1	1.2

structure	Dicer processing
O=c1[nH]nc(SCCS(=O)(=O)c2ccc(F)cc2)n1Cc1ccco1	-0.67
COC(=O)c1c(C)oc(=O)c(Br)c1C	-0.02
Cc1ccc(C2C3=C(Nc4[nH]c(=O)[nH]c(=O)c42)c2ccccc2C3=O)cc1 (stereo not given)	-1.4
Cn1ccnc1SCC(=O)Nc1nc2c(s1)C(=O)CC(C)(C)C2	1.5
CCCCOC(C)n1cc(Cl)c(=O)[nH]c1=O (stereo not given)	1
C#CCSc1nc(COC)cc(=O)[nH]1	0.34
N#Cc1cccc(CS(=O)(=O)c2ccccn2)c1	-2
CCCOc1nc2c(c(=O)n(C)c(=O)n2C)n1C(C)c1ccccc1 (stereo not given)	3.5*

structure	Dicer processing
Nc1nc2c(C(=O)NCc3ccncc3)nnn2c2ccccc12	1.1
FC(F)(F)c1c2c(nc3cc(-c4ccc(Cl)cc4)nn13)-c1ccccc1C2	-1.3
CC(C)(C)Nc1nc(C(N)=O)nc(N2CCOCC2)n1	5.1*
Cn1c(Oc2ccc(F)cc2)nc2c1c(=O)n(Cc1ccccc1)c(=O)n2C	0.4
CC(C)CNc1nc2c(N)ncnc2n1[C@H]1O[C@@H](CO)[C@H](O)[C@@H]1O	-1.3
C=CCn1c(=O)c2c(nc3n2CCN3c2ccc(OC)cc2)n(C)c1=O	-0.69
COc1cc(C2Oc3c(OC)cccc3C3CC(c4cc(C)ccc4O)=NN32)ccc1O (stereo not given)	14*
Cn1c(SCC#N)nnc1-c1ccc(C(C)(C)C)cc1	-1.5

structure	Dicer processing
O=S(=O)(c1ccc(Cl)cc1)n1ccc(C(F)(F)F)n1	-0.4
CN1CCc2c(sc3c2C(=O)NC(c2ccc(F)cc2)N3)C1 (stereo not given)	-1
COC(=O)C1=C(C)Nc2nc3ccccc3n2C1c1cccc(Cl)c1 (stereo not given)	0.62
CC1=CCC2C(=O)N(c3ccc(Br)c(C)c3)C(=O)C2C1 (stereo not given)	-1.1
Cc1ccc(Sc2ncccc2NC(=O)c2cccs2)cc1	-0.54
COc1ccc(C2Nn3c(C)nnc3SC2C(=O)N2CCCC2)cc1Br (stereo not given)	-0.93
CC(C)CCn1c(-c2nonc2N)nc2ccccc21	-0.42
O=C1c2ccccc2C(=O)N1CC12CC3CC(CC(Br)(C3)C1)C2	-0.91

structure	Dicer processing
c1ccc(CN2C3=NCCCN3c3ccccc32)cc1	-0.05
Cc1occc1C(=O)Nc1nn[nH]n1	0.73
C=CCN(C1=NC(C)(C)C(=C)S1)c1ccc(C)cc1C	-1.6
O=C(CSc1nnc2nc[nH]n12)Nc1nccs1	-0.38
C#CCOC(=O)Nc1ccc(Cl)cc1	-0.88
C=C(C)c1cccc(C(C)(C)NC(=O)N2CCc3ccccc3C2)c1	1.2
Cc1c(S(=O)(=O)Oc2ccccc2Cl)sc2ccc(Cl)cc12	-0.86
Cc1ccc(-c2nnc3n2N=C(c2ccccc2O)CS3)cc1	2.9

structure	Dicer processing
Cc1cc(=O)[nH]c(SCC(N)=O)n1	4.6*
COc1cc(C2C3=C(CCCC3=O)NC3=C2C(=O)CCC3)ccc1OCc1ccccc1F	0.34
CC(=O)Nc1ccc(Br)cc1C(=O)c1nnc(N)s1	1.9
CN(C)/C=C(\C#N)c1nnc(-c2ccccn2)n1C	-0.35
COC(=O)c1scc(S(=O)(=O)Cc2ccco2)c1NN=C(C#N)C#N	4.8*
CCOC(=O)C1=C(C)Nc2ncnn2C1c1cccc(O)c1 (stereo not given)	0.99
O=C(N/N=C/c1ccc(Cl)cc1)c1csc(CS(=O)(=O)Cc2ccco2)n1	-0.81
CC(Oc1ccc(Cl)cc1Cl)c1n[nH]c(=S)n1-c1ccccc1 (stereo not given)	1.4

structure	Dicer processing
CCOC(=O)C1=C(C)NC(=O)NC1c1ccc(N(C)C)c([N+](=O)[O-])c1 (stereo not given)	-1.1
O=S(=O)(Oc1ccccc1N1CCOCC1)c1ccc(-c2ccccn2)s1	0.6
COCCn1c2c(c(=O)[nH]c1=O)C(c1ccccc1OC)C1=C(N2)c2ccccc2C1=O (stereo not given)	-0.7
Cc1nn(C(=O)c2ccccc2)cc1-c1nsc(Nc2ccccc2)n1	1.5
Cc1ccc(C2CC(=O)C=C(NC3Cc4ccccc4C3)C2)cc1 (stereo not given)	1.1
CC(C)n1c(C(O)c2cccc3ccccc23)nc2ccccc21 (stereo not given)	0.93
S=C1SCN(Cc2ccccc2)CN1Cc1ccccc1	-0.33
CCOC(=O)c1sc2ncccc2c1NC(=O)C(Cl)Cl	0.19

structure	Dicer processing
COc1cc2nc(NC(=O)c3ccco3)sc(=O)c2cc1OC	1
O=C(Nc1cc(C(F)(F)F)ccc1Cl)C(Cl)Cl	5*
CSc1sc(C(=O)N/N=C/c2ccccc2)c2c1C1(CCC2)SCCS1	-0.39
COc1cccc(C2C3=C(CC(C)(C)CC3=O)Nc3ncnn32)c1 (stereo not given)	0.19
c1ccc(Nc2ncnc3cc(-c4ccccc4)sc23)cc1	-0.8
O=C(NCC1CCCO1)C(=O)Nc1ccccc1 (stereo not given)	2.2
O=C1CC2(CCc3ccccc32)C(=O)N1CN1CCSCC1 (stereo not given)	1.5
COc1cc(C(C)=O)ccc1CN1CCOCC1	0.64

structure	Dicer processing
CC(C)[C@H](N)c1nnc(SCC(=O)c2ccc(Cl)cc2)o1	-0.67
COc1cc2ccc(=O)oc2cc1OC	-0.34
Cc1onc(-c2ccccc2)c1NC(=O)N1c2ccc(F)cc2CCC1C (stereo not given)	2
Nc1c2c(nc3cccc(F)c13)OCCC2	0.51
CN(C)/C=C1/C(=O)N(c2ccccc2)N=C1C(C)(C)C	-2.9
c1ccc(-c2nnc3sc(-c4ccc5c(c4)OCCO5)nn23)cc1	0.01
O=C(O)CCCc1nc2ccccc2[nH]1	0.2
O=C(NCCCn1ccnc1)Nc1ccc(Cl)cc1	2.2

structure	Dicer processing
O=C1CCC(c2ccccc2)C(=O)C1C(=O)c1ccc(Cl)cc1Cl (stereo not given)	0.16
Cc1onc(-c2c(Cl)cccc2Cl)c1C(=O)Oc1ccc(Cl)c(Cl)c1	0.78
COCCCNC(=O)c1ccccc1-c1cc(C)no1	-1.6
CC(C(=O)O)N1c2cccc3cccc(c23)S1(=O)=O (stereo not given)	-2.1
CN(C)S(=O)(=O)c1ccc(-c2ccccn2)s1	0.22
NNC(=O)c1oc2nc(-c3cccs3)cc(-c3ccco3)c2c1N	1.4
Cc1onc(-c2c(Cl)cccc2Cl)c1NC(=O)NN(C)C	-0.78
Cc1ccc2oc(C(F)(F)C(F)F)cc(=O)c2c1	1.5

structure	Dicer processing
CCSC1=C(C#N)C(c2ccccc2C)CC(=O)N1 (stereo not given)	-1.9
N#C/C(=C\c1ccc(C(F)(F)F)cc1)c1cn(C(=O)C2CCC2)c2ccccc12	0.77
Cc1onc(-c2c(Cl)cccc2Cl)c1NC(=O)O/N=C(\N)c1ccc([N+](=O)[O-])s1	-0.09
COC(=O)c1cccn1S(=O)(=O)c1ccc(Cl)cc1	-0.61
CCOC(=O)c1cc(-c2ccccc2)sc1NC(=O)Nc1ccc(Cl)cc1	-1.7
CCc1ccc(C2c3c(oc4ccccc4c3=O)C(=O)N2c2nc(C)c(C(=O)OC)s2)cc1 (stereo not given)	1
COc1ccc2cc(C(C)C(=O)NCc3ccccc3)ccc2c1 (stereo not given)	-3.9
CCCc1c(Cc2c(F)cccc2Cl)c(=O)oc2cc(OC(=O)COC)ccc12	4.4*

Compounds above that contain a COOH group:
structure	Dicer processing
CC(Sc1nc2ccccc2c(=O)[nH]1)C(=O)O (stereo not given)	2.1
O=C(O)CCCc1nc2ccccc2[nH]1	0.2
CC(C(=O)O)N1c2cccc3cccc(c23)S1(=O)=O (stereo not given)	-2.1

Next part.
structure	Dicer processing
CC1=NN(c2ccccc2)C(=O)/C1=C\c1ccc(Cl)cc1	-9.3
CC1(C)CC(=O)C2=C(C1)Nc1ccccc1N(C(=O)c1ccccc1)C2c1ccc([N+](=O)[O-])s1 (stereo not given)	-0.46
Cc1ccc(C)c(N2CCN(c3ncnc4nc[nH]c34)CC2)c1	-2.2
COc1ccc(-c2[nH]ncc2/C=C/c2cc(C(F)(F)F)[nH]c(=O)n2)cc1	-0.71
COc1ccc(-c2nnn(CC(=O)O)n2)cc1	0.61
CCOc1ccccc1N1CCN(S(=O)(=O)c2ccc(Br)cc2)CC1	1.2
O=C(NNC(=O)Nc1ccc(OC(F)(F)F)cc1)Nc1ccc(OC(F)(F)F)cc1	0.17
N/C(=N\O)c1cccc(CS(=O)(=O)c2cccs2)c1	0.01

structure	Dicer processing
CNc1nc2c(c(=O)n(C)c(=O)n2C)n1CC(O)COc1ccccc1 (stereo not given)	-0.84
CCOC(=O)c1cn2nc(N3CCCC3)ccc2n1	1.7
Clc1ccc(-c2csc(Cc3ccccc3)n2)cc1	-0.8
O=C(O)C1CCCN1C(=O)OCC1c2ccccc2-c2ccccc21 (stereo not given)	-0.52
CNc1nc(C)c([N+](=O)[O-])c(C)c1C#N	0.23
CCCOC(=O)CSc1nnc(-c2ccc(N(C)C)cc2)o1	-1.4
CC1=C(C(=O)OC2CCCCC2)C(c2cccc(Cl)c2)C2=C(CCCC2=O)N1 (stereo not given)	1.2
COC(=O)c1ccc(-n2nnnc2SCc2ccc(Cl)cc2)cc1	1.6

structure	Dicer processing
Cn1c(=O)c2cnc(-c3ccccc3Cl)nc2n(C)c1=O	2.2
COc1cc(C2c3c(oc4ccc(C)cc4c3=O)C(=O)N2c2nccs2)ccc1O (stereo not given)	1.6
C=CCOC(=O)C1=C(C)NC2=C(C(=O)CC(C)(C)C2)C1c1ccccc1OC(C)C (stereo not given)	4.2
CCCCCSc1n[nH]c(=S)s1	-0.47
COCCN1C(=O)c2oc3ccccc3c(=O)c2C1c1cccc(O)c1 (stereo not given)	0.05
COC(=O)c1ccc(CN(C(C)=O)C(=O)Nc2ccc(C(=O)OC)cc2C)cc1	0.97
Cn1c(NCc2ccc(F)cc2)cc(=O)n(C)c1=O	-0.02
Cc1cccc(Cn2c(=O)oc3ccc(C)cc32)c1	-0.24

structure	Dicer processing
CCOC(=O)c1cnc2cc(C3CC3)[nH]n2c1=O	-1.2
CC(C)(C)c1ccc(NC(=O)Nc2sccc2-n2cccc2)cc1	6.4*
O=C(OCc1nccn1Cc1ccc(Cl)cc1)c1ccc(Cl)cc1	-1.4
O=C(Nc1cc(-c2ccc(Cl)cc2)nn1-c1ccc(F)cc1)C1CCC1	-2
O=C(OCCn1ncc2ccccc2c1=O)c1ccc2c(c1)CCO2	0.86
O=C(CCCSc1nc(-c2ccco2)cc(C(F)(F)F)n1)NC1CCCCC1	-0.99
O=c1[nH]c(=S)[nH]nc1-c1ccc(Cl)cc1	-0.36
COc1cc(C2c3c(oc4ccc(F)cc4c3=O)C(=O)N2Cc2ccc(C)cc2)ccc1O (stereo not given)	4.8*
CCn1ncc([N+](=O)[O-])c1C(=O)NC1CCCCC1	0.88
O=C(O)CCSc1nnc(-c2cccc(Cl)c2)o1	-1.3
O=C(NCC(O)CO)c1c(I)c(C(=O)NCC(O)CO)c(I)c(N(CCO)C(=O)CO)c1I (stereo not given)	0.69

These rows are one share of the data; rates above refer to the full screens.
